VLA-4 inh: inhibition in a human VLA-4 binding assay; P13612; VLA-4 expressing cells, ligand binding flow cytometry; inhibition, % (about 7 µM as worked out from the volumes in the protocol); actives 0.2% (n = 330,000); AID 2557; in the data active = inhibition above about 50%
GRK2 inh: blocks RNA aptamer binding to human GRK2; P25098; bead flow cytometry, FAM-aptamer displacement from GRK2; inhibition of aptamer binding, % at 10 µM; actives 0.59% (n = 330,000);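 active = inhibition of aptamer binding above 40%, roughly 3 SD of noise, on plates passing a quality check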;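 also: median bead fluorescence of bound FAM aptamer so fluorescent compounds give negative values; no value below 0 was filed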
GLD-1 TGE inh: GLD-1-TGE RNA interaction inhibition (C. elegans); Q17339; purified GLD-1 + fluorescein TGE RNA, fluorescence polarization; inhibition, % at 5.96 µM; actives 0.44% (n = 320,000); AID 2280;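 active = percent inhibition above a per-plate cutoff, the plate mean of test compounds plus 3 SD, cut at about 30% in these data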;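 also: 0% = DMSO wells with GLD-1 and probe and 100% = wells lacking GLD-1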
Efflux pump inh: inhibitors of Candida antifungal efflux pumps expressed in yeast | S. cerevisiae Candida pump triplex, Nile Red efflux | inhibition, % at 10 µM | actives 0.44% (n = 330,000) | AID 485275;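 active = plate passing quality check with inhibition over a set limit, or well fluorescence over plate mean plus 4 SD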;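 also: Nile Red retained in pooled yeast measured as flow cytometry median fluorescence; 0% = buffer negative control and 100% = Enniatin B positive control; higher means more Nile Red kept so more efflux inhibition; some compounds called inactive have numbers as strong as hits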
Bcl-xL primary: blocks human Bcl-xL binding to Bim BH3 peptide. Q07817. GST-Bcl-xL / FITC-Bim BH3 peptide fluorescence polarization. inhibition, % at 10.9 µM. actives 0.7% (n = 320,000);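 active = inhibition above the mean of all tested compounds plus 3 SD, cutoff set per campaign, cut at about 30% in these data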;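 also: 0% = DMSO wells and 100% = unlabeled Bim-BH3 peptide competitor; inhibitors lower millipolarization by displacing the labeled peptide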
Target sequence (Q07817 whole entry, looked up): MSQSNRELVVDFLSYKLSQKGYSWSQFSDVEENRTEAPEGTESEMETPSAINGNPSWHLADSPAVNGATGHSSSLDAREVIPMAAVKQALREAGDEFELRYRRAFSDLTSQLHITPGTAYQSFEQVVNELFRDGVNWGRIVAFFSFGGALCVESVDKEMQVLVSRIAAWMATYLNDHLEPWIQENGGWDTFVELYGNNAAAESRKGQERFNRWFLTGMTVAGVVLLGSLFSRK
Fam108B inh: Fam108B inhibition, counter-screen for RBBP9 inhibitors. actives 0.33% (n = 300,000). inhibition, % at 9.51 µM. recombinant Fam108B, FP-Rh probe fluorescence polarization;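 active = inhibition above the screen mean inhibition plus 3 SD, computed separately per campaign, cut at about 18% in these data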;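 also: inhibitors lower polarization as less probe binds the enzyme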
MEX-5 binding: C. elegans MEX-5 TCR-2 RNA binding activity | Q9XUB2 | MEX-5/FITC-TCR2 RNA binding, fluorescence polarization; active compounds read low | activity score (negative = inhibition of binding), % at 10 µM | actives 0.38% (n = 300,000);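 active = inhibition past about -25% in most replicates, and total fluorescence under double the plate's negative control median, limit read from the data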;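 also: 0% = DMSO and -100% = 5 µM competing unlabeled TCR2 RNA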
Target sequence (Q9XUB2 whole entry, looked up): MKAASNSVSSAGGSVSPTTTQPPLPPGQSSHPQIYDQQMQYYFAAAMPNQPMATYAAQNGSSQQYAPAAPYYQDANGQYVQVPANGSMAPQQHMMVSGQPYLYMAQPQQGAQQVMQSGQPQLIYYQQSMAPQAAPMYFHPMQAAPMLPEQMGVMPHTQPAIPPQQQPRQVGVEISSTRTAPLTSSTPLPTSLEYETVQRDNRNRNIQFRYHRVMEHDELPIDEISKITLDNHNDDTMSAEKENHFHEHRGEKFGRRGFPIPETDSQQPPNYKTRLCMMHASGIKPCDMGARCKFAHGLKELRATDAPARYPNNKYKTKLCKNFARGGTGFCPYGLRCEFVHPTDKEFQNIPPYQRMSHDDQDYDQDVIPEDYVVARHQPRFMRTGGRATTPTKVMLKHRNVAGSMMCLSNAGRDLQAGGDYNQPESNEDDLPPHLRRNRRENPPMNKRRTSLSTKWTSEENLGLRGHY
PME-1 primary: PME-1 (human) inhibition | recombinant PME-1, FP-Rh probe fluorescence polarization | actives 0.53% (n = 320,000) | inhibition, % at 5.9 µM;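 active = inhibition above the campaign mean of all compounds plus 3 SD, cut at about 26% in these data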;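 also: competitive labeling of PME-1 active site by serine hydrolase directed probe; 0% = PME-1 with DMSO and 100% = wells lacking PME-1 enzyme; inhibitors block probe labeling so polarization falls and inhibition rises; many of its hits are not listed in these tables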
MCL1-BIM inh: disrupts human MCL1 binding to BIM-BH3 peptide; inhibition, % at 10.9 µM; actives 0.68% (n = 320,000); Q07820; GST-MCL1 / FITC-Bim-BH3 fluorescence polarization;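 active = inhibition above the mean inhibition of all tested compounds plus 3 SD, set per campaign, cut at about 40% in these data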;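 also: 0% = DMSO wells and 100% = unlabeled Bim-BH3 peptide control; higher means more loss of mP so more displacement of Bim peptide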
Target sequence (Q07820 whole entry, looked up): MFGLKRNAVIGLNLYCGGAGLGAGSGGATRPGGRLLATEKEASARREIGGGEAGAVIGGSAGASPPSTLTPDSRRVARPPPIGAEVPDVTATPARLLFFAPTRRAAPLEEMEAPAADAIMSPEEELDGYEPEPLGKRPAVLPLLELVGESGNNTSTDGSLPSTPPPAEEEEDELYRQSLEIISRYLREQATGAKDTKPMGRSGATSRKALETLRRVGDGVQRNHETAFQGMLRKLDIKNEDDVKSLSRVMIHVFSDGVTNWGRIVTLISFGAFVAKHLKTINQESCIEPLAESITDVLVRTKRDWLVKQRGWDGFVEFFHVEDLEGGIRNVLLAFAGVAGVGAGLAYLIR
* hit, by the source's call. These rows are one share of the data; count on the stated rates, not on these rows.

`COc1ccc(C2C(C(=O)Nc3ccc(F)cc3)=C(C)Nc3nc(CCCO)nn32)cc1` (stereo not given) gave VLA-4 inh 13, GRK2 inh 1, GLD-1 TGE inh 0, Efflux pump inh -0.1, Bcl-xL primary -1, Fam108B inh 2, MEX-5 binding -0.2, PME-1 primary -2 and MCL1-BIM inh -5.
Screening CC(O)CCc1nc2ccc(C(=O)O)cc2[nH]1 (stereo not given) returned VLA-4 inh 9, GRK2 inh 1, GLD-1 TGE inh 4, Efflux pump inh 0.0, Bcl-xL primary 1, Fam108B inh 1, MEX-5 binding -0.6, PME-1 primary 2 and MCL1-BIM inh 3.
`Cc1nnc(-c2cccc(Br)c2)c2cn(-c3ccccc3Cl)nc12` gave VLA-4 inh 0, GRK2 inh 0, GLD-1 TGE inh -7, Efflux pump inh 0.0, Bcl-xL primary 5, Fam108B inh 0, MEX-5 binding 0.2, PME-1 primary -2 and MCL1-BIM inh -7.
C=CCn1c(=O)c2c(nc3n2CCCN3CCc2ccccc2)n(C)c1=O was read as VLA-4 inh -2, GRK2 inh 0, GLD-1 TGE inh -1, Efflux pump inh -0.2, Bcl-xL primary -3, Fam108B inh 0, MEX-5 binding -2.0, PME-1 primary 6 and MCL1-BIM inh 0.
Screening CCN1CCc2c(OCC(=O)N3CCCCC3)cccc2C1=O returned VLA-4 inh -8, GRK2 inh 0, GLD-1 TGE inh -4, Efflux pump inh 0.0, Bcl-xL primary 1, Fam108B inh 6, MEX-5 binding 0.5, PME-1 primary 6 and MCL1-BIM inh 4.
CCCCn1c(N)c(N(CC)C(=O)c2c(CC)noc2C)c(=O)[nH]c1=O was read as VLA-4 inh -5, GRK2 inh 0, GLD-1 TGE inh -2, Efflux pump inh -0.2, Bcl-xL primary -4, Fam108B inh -3, MEX-5 binding 1.8, PME-1 primary -5 and MCL1-BIM inh -1.
Cc1ccc(S(=O)(=O)N2CCCC(C(=O)O)C2)s1 (stereo not given) was read as VLA-4 inh 5, GRK2 inh 0, GLD-1 TGE inh 1, Efflux pump inh -0.2, Bcl-xL primary 3, Fam108B inh 0, MEX-5 binding -0.9, PME-1 primary -4 and MCL1-BIM inh -3.
`CN(C)c1ccc(-c2ccc3oc(-c4ccsc4)cc(=O)c3c2)cn1` gave VLA-4 inh 1, GRK2 inh 0, GLD-1 TGE inh 2 and Efflux pump inh 0.4.
`Cc1ccsc1C(=O)Nc1ccc(OCc2ccccc2)cc1` gave VLA-4 inh -13, GRK2 inh 2, GLD-1 TGE inh -3, Efflux pump inh -0.1, Bcl-xL primary 8, Fam108B inh -1, MEX-5 binding -0.7, PME-1 primary 2 and MCL1-BIM inh 0.
Screening Cc1nnc(C)n1/N=C/c1cccnc1 returned VLA-4 inh 11, GRK2 inh 3, GLD-1 TGE inh 8, Efflux pump inh 0.1, Bcl-xL primary 3, Fam108B inh -2, MEX-5 binding 0.2, PME-1 primary 2 and MCL1-BIM inh 4.
`COCCNC(=O)CN1N=C(c2ccc(OC)cc2)CCC1=O` gave VLA-4 inh 9, GRK2 inh 0, GLD-1 TGE inh -4, Efflux pump inh 0.0, Bcl-xL primary 6, Fam108B inh -7, MEX-5 binding -4.6, PME-1 primary -7 and MCL1-BIM inh 2.
Screening O=C(CSc1nnc(CN2CCOCC2)n1-c1ccccc1)Nc1ccc(Cl)cc1 returned VLA-4 inh -4, GRK2 inh 0, GLD-1 TGE inh -1, Efflux pump inh 0.0, Bcl-xL primary 0, Fam108B inh -4, MEX-5 binding 1.9, PME-1 primary -4 and MCL1-BIM inh 0.
For COC(=O)c1c(C)oc(C)c1S(=O)(=O)N1CCCCC1 the results were VLA-4 inh -9, GRK2 inh 3, GLD-1 TGE inh 2, Efflux pump inh -0.1, Bcl-xL primary 3, Fam108B inh -2, MEX-5 binding 1.7, PME-1 primary 0 and MCL1-BIM inh 7.
For CCN(CC)S(=O)(=O)c1cccc(C(=O)N[C@H](C(=O)O)C(C)C)c1 the results were VLA-4 inh -5, GRK2 inh 0, GLD-1 TGE inh 0, Efflux pump inh -0.1, Bcl-xL primary 6, Fam108B inh 5, MEX-5 binding -1.5, PME-1 primary 0 and MCL1-BIM inh 5.
Screening O=c1ncn(-c2cccc(F)c2)c2ncccc12 returned VLA-4 inh 5, GRK2 inh 0, GLD-1 TGE inh 3, Efflux pump inh 0.0, Bcl-xL primary 2, Fam108B inh -1, MEX-5 binding -0.4, PME-1 primary 0 and MCL1-BIM inh 9.
`Oc1cccc(C2c3[nH]c4ccccc4c3CCN2Cc2cnn(-c3ccccc3)c2)c1` (stereo not given) gave VLA-4 inh -26, GRK2 inh 0, GLD-1 TGE inh 0, Efflux pump inh -0.1, Bcl-xL primary -1, Fam108B inh -1, MEX-5 binding 2.4, PME-1 primary 0 and MCL1-BIM inh -6.
`Cc1ccc(S(=O)(=O)NC(=O)c2ccc(-c3ccc(-c4ccccc4)cc3)o2)c(C)c1` gave VLA-4 inh -16, GRK2 inh 5, GLD-1 TGE inh 9, Efflux pump inh -0.1, Bcl-xL primary 8, Fam108B inh -7, MEX-5 binding -2.7, PME-1 primary -3 and MCL1-BIM inh 10.
N#Cc1cc2cc3c(cc2nc1SCC(=O)N1CCOCC1)OCO3 was read as VLA-4 inh -7, GRK2 inh 0, GLD-1 TGE inh 5, Efflux pump inh -0.2, Bcl-xL primary 3, Fam108B inh 3, MEX-5 binding -1.1, PME-1 primary 3 and MCL1-BIM inh -1.
Screening O=C(O)c1cc2c([nH]c1=O)CCCC2 returned VLA-4 inh 1, GRK2 inh 2, GLD-1 TGE inh 1, Efflux pump inh 0.1, Bcl-xL primary 4, Fam108B inh 2, MEX-5 binding -0.2, PME-1 primary -2 and MCL1-BIM inh -2.
Screening COc1ccccc1C(=O)NC1CCCc2ccccc21 (stereo not given) returned VLA-4 inh 7, GRK2 inh 0, GLD-1 TGE inh 2, Efflux pump inh 0.3, Bcl-xL primary 3, Fam108B inh 3, MEX-5 binding 2.9, PME-1 primary 1 and MCL1-BIM inh 0.
`Cn1c(=O)c(=O)n(C)c2cc(S(=O)(=O)CCC(=O)N3CCCCC3)ccc21` gave VLA-4 inh 1, GRK2 inh 0, GLD-1 TGE inh 7, Efflux pump inh 0.1, Bcl-xL primary 4, Fam108B inh -3, MEX-5 binding 1.3, PME-1 primary 1 and MCL1-BIM inh -1.
`COC(=O)c1c(NC(=O)c2ccco2)sc(C)c1C` gave VLA-4 inh -10, GRK2 inh 3, GLD-1 TGE inh -4, Efflux pump inh -0.1, Bcl-xL primary 2, Fam108B inh 4, MEX-5 binding -2.2, PME-1 primary -6 and MCL1-BIM inh 0.
CCOC(=O)CSc1ncc(OC)c(Sc2ccc(Cl)cc2)n1 was read as VLA-4 inh 5, GRK2 inh 0, GLD-1 TGE inh -2, Efflux pump inh -0.1, Bcl-xL primary 3, Fam108B inh 1, MEX-5 binding 0.9, PME-1 primary -6 and MCL1-BIM inh -1.
Screening O=c1c2ccccc2sn1-c1ccc(F)cc1 returned VLA-4 inh 23, GRK2 inh 0, GLD-1 TGE inh 7, Efflux pump inh -0.2, Bcl-xL primary -17, PME-1 primary -1 and MCL1-BIM inh 14.
`O=C1Nc2ccccc2Oc2cc([N+](=O)[O-])ccc21` gave VLA-4 inh -39, GRK2 inh 6, GLD-1 TGE inh -5, Efflux pump inh -0.1, Bcl-xL primary -5, Fam108B inh 2, MEX-5 binding 1.0, PME-1 primary 5 and MCL1-BIM inh -10.
Screening COc1cccc(CNC(=O)CCl)c1 returned VLA-4 inh -4, GRK2 inh 0, GLD-1 TGE inh -3, Efflux pump inh 2.4, Bcl-xL primary -5, Fam108B inh -1, MEX-5 binding -4.1, PME-1 primary -13 and MCL1-BIM inh -11.
Screening Cc1ccccc1OCC(=O)N1N=C(C(F)(F)F)CC1(O)C(C)(C)C (stereo not given) returned VLA-4 inh 10, GRK2 inh 4, GLD-1 TGE inh 1, Efflux pump inh 0.0, Bcl-xL primary -3, Fam108B inh 4, MEX-5 binding 2.6, PME-1 primary 3 and MCL1-BIM inh -9.
Screening CC(C)NC(=O)Nc1cccc2c1O[C@@H](CN(C)S(=O)(=O)c1ccc(F)cc1)[C@@H](C)CN([C@H](C)CO)C2=O returned VLA-4 inh 3, GRK2 inh 0, GLD-1 TGE inh 4 and Efflux pump inh 0.2.
Cc1ccc(S(=O)(=O)NNc2ccccc2)cc1 was read as VLA-4 inh -6, GRK2 inh 1, GLD-1 TGE inh 5, Efflux pump inh -0.1, Bcl-xL primary 9, Fam108B inh 3, MEX-5 binding -1.8, PME-1 primary 0 and MCL1-BIM inh 14.
Cc1cc(C)n(C2CCCCC2OC(=O)c2ccccc2F)n1 (stereo not given) was read as VLA-4 inh 4, GRK2 inh 8, GLD-1 TGE inh 13, Efflux pump inh -0.1, Bcl-xL primary 8, Fam108B inh 4, MEX-5 binding 1.8, PME-1 primary 1 and MCL1-BIM inh 4.
Screening CC(C)c1ccc(C(=O)NC(=S)Nc2ccc3[nH]c(=O)[nH]c3c2)cc1 returned VLA-4 inh 7, GRK2 inh 1, GLD-1 TGE inh -2, Efflux pump inh 0.1, Bcl-xL primary 9, Fam108B inh 2, MEX-5 binding 0.6, PME-1 primary -3 and MCL1-BIM inh 8.
`COc1ccc(C)cc1NC(=O)c1ccc(NS(=O)(=O)c2cccc3cccnc23)cc1` gave VLA-4 inh 1, GRK2 inh 0, GLD-1 TGE inh 0, Efflux pump inh -0.2, Bcl-xL primary -1, Fam108B inh -1, MEX-5 binding 0.1, PME-1 primary 1 and MCL1-BIM inh 3.
Cc1ccc(N(CC(=O)NCc2ccccc2Cl)S(=O)(=O)c2cccs2)cc1 was read as VLA-4 inh 1, GRK2 inh 0, GLD-1 TGE inh 5, Efflux pump inh -0.1, Bcl-xL primary -2, Fam108B inh -3, MEX-5 binding 0.4, PME-1 primary -4 and MCL1-BIM inh -8.
For CCN(CC)S(=O)(=O)c1ccc(C(=O)Nn2cnnc2)cc1 the results were VLA-4 inh 19, GRK2 inh 0, GLD-1 TGE inh 2, Efflux pump inh -0.2, Bcl-xL primary 1, Fam108B inh -2, MEX-5 binding 1.2, PME-1 primary -7 and MCL1-BIM inh 2.
Screening Cc1cc(C)c(NC(=O)C(C)c2cccc(C(=O)c3ccccc3)c2)c(C)c1 (stereo not given) returned VLA-4 inh -5, GRK2 inh 1, GLD-1 TGE inh 1, Efflux pump inh -0.1, Bcl-xL primary -2, Fam108B inh -2, MEX-5 binding -0.2, PME-1 primary 0 and MCL1-BIM inh -10.
`Cn1c2ccccc2c(=O)c2c(=O)n(C3CCCCC3)c(-c3ccco3)nc21` gave VLA-4 inh 15, GRK2 inh 5, GLD-1 TGE inh 14, Efflux pump inh 0.7, Bcl-xL primary 0, Fam108B inh 1, MEX-5 binding -2.8, PME-1 primary 1 and MCL1-BIM inh -2.
Screening Cn1cccc1Cc1nnc(SCC(=O)Nc2cccc(Cl)c2)n1-c1ccc(F)cc1 returned VLA-4 inh -11, GRK2 inh 0, GLD-1 TGE inh 2, Efflux pump inh 0.0, Bcl-xL primary 2, Fam108B inh 1, MEX-5 binding -0.7, PME-1 primary 5 and MCL1-BIM inh 5.

Source: PubChem BioAssay (several laboratories)
